KB-V1 MDR tox – KB-V1 MDR subline cytotoxicity. KB-V1 MDR cells viability, CellTiter-Glo, 72 h. Potency, µM (series often up to 46.1 µM), inactives show at the top dose activity change, negative = cytotoxicity, most hits filed as cytotoxic. 400,000 compounds, 3.4% hits. AID 1347076; further: potency means the concentration at half of the fitted maximal effect; on the % scale 0 is the no-effect control and ±100 the full control effect; nearly all actives have a fitted effect of over 60% in size
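KB-V1 cells (P-gp-expressing MDR subline of KB-3-1) in phenol-red-free DMEM with 10% FBS were exposed to library compounds over a concentration series for 72 h at 37 degrees C. Viability read by CellTiter-Glo luminescence; concentration-effect curves fitted after normalization.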
D3 antag – antagonists of human D3 dopamine receptor | P35462 | D3R cells, DiscoveRx beta-arrestin luminescence, antagonist mode; active compounds read low | max response, negative = inhibition, % | 360,000 compounds, 2.5% hits; in the data active means max response below about -50%; inconclusive means no clear call, values can overlap the other calls; further: on the % scale 0 is the no-effect control and ±100 the full control effect; mostly tested at two doses, the higher about 12 µM
Target sequence (P35462 whole entry, looked up): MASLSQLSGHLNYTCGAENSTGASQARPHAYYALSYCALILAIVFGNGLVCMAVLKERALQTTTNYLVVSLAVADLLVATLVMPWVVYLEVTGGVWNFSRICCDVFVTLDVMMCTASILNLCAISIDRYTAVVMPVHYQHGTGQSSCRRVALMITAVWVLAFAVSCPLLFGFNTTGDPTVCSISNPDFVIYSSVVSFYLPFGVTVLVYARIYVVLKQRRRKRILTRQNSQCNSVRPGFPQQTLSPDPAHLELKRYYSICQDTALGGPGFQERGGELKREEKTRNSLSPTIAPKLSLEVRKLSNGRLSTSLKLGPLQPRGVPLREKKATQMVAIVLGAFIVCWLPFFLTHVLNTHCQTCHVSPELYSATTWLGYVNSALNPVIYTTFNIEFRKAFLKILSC
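Cells plated overnight at 1500 cells/well, then exposed to library compounds with dopamine controls for 90 minutes at 37 degrees C. DiscoveRx reagent added for 30–60 minutes at room temperature; luminescence read, quantitative HTS format.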
KB-3-1 tox – kills parental KB-3-1 adenocarcinoma cells | KB-3-1 viability, CellTiter-Glo ATP luminescence, 72 h | Potency, µM (series often up to 46.1 µM), for inactives: at the highest dose activity change, negative = cytotoxic, most hits filed as cytotoxic | 400,000 compounds, 1.4% hits | AID 1347075; further: potency means the concentration at half of the fitted maximal effect; on the % scale 0 is the no-effect control and ±100 the full control effect; nearly all actives have a fitted effect of over 60% in size
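Parental KB-3-1 adenocarcinoma cells in phenol-red-free DMEM with 10% FBS were pin-treated with compounds at several concentrations, incubated 72 h at 37 °C, and viability read by CellTiter-Glo luminescence; concentration-effect curves were fitted after normalization.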
HT1080-NT tox – kills 2HG-producing HT-1080-NT fibrosarcoma cells; HT-1080-NT fibrosarcoma viability, CellTiter-Glo ATP luminescence, 48 h; Potency, µM (doses to about 46.1 µM), for inactives: at the highest dose activity, negative = less viability, most hits filed as cytotoxic; 360,000 compounds, 1.6% hits; AID 686970;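 further: NT is the 2HG producing partner of a matched IDH1 knockdown line; potency means the concentration at half of the fitted maximal effect; 0% = DMSO-treated cells and -100% = media-only wells without cells; nearly all actives have a fitted effect of over 55% in size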
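Compounds were tested in concentration-response format on HT-1080-NT cells for 48 hours at 37 degrees C. Cell viability came from CellTiter-Glo luminescence; curves were classified by r2, response magnitude and activity.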
HT1080 IDH1KD tx – kills HT-1080 cells with IDH1 knockdown; 360,000 compounds, 2% hits; Potency, µM (titrated, usually from 46.1 µM), for inactives: at the highest dose activity, negative = toxicity, actives largely listed as cytotoxic; HT-1080 IDH1 knockdown viability, ATP luminescence, 48 h;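 further: potency means the concentration at half of the fitted maximal effect; 0% = DMSO wells and -100% = cell-free medium wells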
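CellTiter-Glo luminescence after 48 h compound exposure at 37 degrees C of IDH1-knockdown HT-1080 cells in 5% FBS RPMI. %Activity scaled between DMSO wells and cell-free media wells, with curves fitted and assigned curve classes.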
IL1B secr inh – blocks inflammasome-driven IL-1 beta release; THP-1 LPS/ATP IL-1B secretion, AlphaLISA, 16 h; active compounds read low; activity change, % at 57.5 µM; 360,000 compounds, 4.7% hits; AID 743279; in the data active means activity change below about -50%; inconclusive means mostly about -30% to -49%; further: on the % scale 0 is the no-effect control and ±100 the full control effect
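THP-1 cells pretreated 1 hr with compounds (up to 57.5 uM final), then stimulated with LPS (250 ng/mL final) plus ATP (1.25 mM final); secreted IL-1B measured by AlphaLISA after 16 hr, decreased signal indicating inhibition.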
GLP1R ag – activates the human GLP-1 receptor | HEK293 GLP-1R CRE-luciferase, luminescence, 4-6 h; cells express a hypersensitive GLP-1R form | 380,000 compounds, 0.007% hits | AID 624172 | Potency, µM (series often up to 45.6 µM), for the others: at the highest dose activation, hits mostly activators | P43220; further: potency means the concentration at half of the fitted maximal effect; % of control where 0% means no effect
Target sequence (P43220 whole entry, looked up): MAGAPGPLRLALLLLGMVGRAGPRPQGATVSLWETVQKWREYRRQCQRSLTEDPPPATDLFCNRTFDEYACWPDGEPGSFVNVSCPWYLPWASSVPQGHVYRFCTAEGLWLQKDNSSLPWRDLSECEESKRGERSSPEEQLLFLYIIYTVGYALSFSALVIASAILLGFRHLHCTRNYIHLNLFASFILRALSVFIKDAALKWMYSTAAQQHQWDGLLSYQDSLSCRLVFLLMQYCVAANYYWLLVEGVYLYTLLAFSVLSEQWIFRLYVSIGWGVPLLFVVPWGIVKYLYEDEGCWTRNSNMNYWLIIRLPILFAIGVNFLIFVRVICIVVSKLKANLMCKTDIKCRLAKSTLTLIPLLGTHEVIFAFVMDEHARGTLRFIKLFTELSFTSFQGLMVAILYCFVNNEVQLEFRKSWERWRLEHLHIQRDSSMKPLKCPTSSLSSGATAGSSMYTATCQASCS
SW480 rerep – induces DNA re-replication in SW480 colon adenocarcinoma cells | SW480 DNA re-replication, Hoechst DNA content imaging, 48 h | Potency, µM (titrated, usually from 46.1 µM), inactives show top-dose re-replication activation, hits mostly activators | 340,000 compounds, 1.8% hits; further: potency means the concentration at half of the fitted maximal effect; % of control where 0% means no effect; nearly all actives have a fitted effect of over 55% in size
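Readout is total intensity of Hoechst-stained nuclei, excited at 405 nm and collected at 500-530 nm. Compound treatment lasted 48 hr at 37 C in 5% CO2 before staining.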
DRD3 agonist – D3 dopamine receptor (human) agonism | P35462 | D3R DiscoveRx beta-arrestin cells, luminescence, 90 min | max activation, % | 410,000 compounds, 0.58% hits | AID 652048; in the data active means max activation above about 30%; further: 0% is about no effect; mostly tested at two doses, the higher about 12 µM
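Agonist mode: compounds and dopamine controls were applied to plated cells for 90 min at 37 degrees C after an overnight attachment at 1500 cells/well. Luminescent read-out followed 30 - 60 minutes at room temperature with DiscoveRx detection reagent.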
* = called active by the depositor; u = inconclusive; x = no result given; [ ] = dose if it differs, or a comment. Unless noted, the call rests on the fitted dose curve; in most records, active means well fitted curve in the direction sought with a large enough effect; inconclusive means small, poorly fitted or top-dose-only effect, or another doubt; inactive means no such curve, though single readings can be large; an effect the other way counts as inactive or inconclusive.

| Molecule | KB-V1 MDR tox | DRD3 agonist | GLP1R ag | HT1080 IDH1KD tx | D3 antag | IL1B secr inh | HT1080-NT tox | SW480 rerep | KB-3-1 tox |
| --- | --- | --- | --- | --- | --- | --- | --- | --- | --- |
| OCC(O)C(O)CC1SCCS1 (centres undefined) | 5% | 6 | -8% | 16% | -4 | 12 | 11% | -1% | 10% |
| CCOc1ccccc1NC(=O)COC(=O)C1CCC1 | 26% | -2 | 0% | 7% | 2 | 5 | 27% | u | -29% |
| OCCC1CN(Cc2cccn2-c2ncccn2)CCN1C1CCCC1 (centres undefined) | 5% | 1 | 3% | 25% | 0 | -5 | -3% | -1% | 0% |
| O=C(NCc1ccncc1)c1ccc(S(=O)(=O)Nc2ccccc2)cc1 | -2% | -2 | 13% | 4% | 9 | -3 | 0% | -1% | -1% |
| O=C(CSc1n[nH]c(=O)n1C1CC1)c1ccc2c(c1)OCCO2 | -2% | 5 | 0% | 10% | 25 | -18 | 2% | -12% | 3% |
| CCCCn1c(N)c(N(CCC(C)C)C(=O)c2cccc(-n3cnnn3)c2)c(=O)[nH]c1=O | 10% | 5 | 6% | 13% | -6 | 20 | 10% | u | 21% |
| COc1ccccc1-n1nnnc1SC(C)C(=O)NC1CCCC1 (centres undefined) | u | -12 | 1% | -1% | 6 | 1 | -10% | 0% | -1% |
| C/C(CC(=O)Nc1ccc(Cl)c(Cl)c1)=N\NC(=O)Cc1ccccc1 | 7% | -14 | -7% | -1% | -18 | -30 | 3% | -2% | 13% |
| O=C(O)c1cnc2ccccc2n1 | 29% | 0 | 1% | -2% | -6 | 22 | -2% | -3% | -18% |
| Cc1nn(C)cc1S(=O)(=O)N1CCN(Cc2cccc(Cl)c2)CC1 | -25% | -5 | 7% | 2% | 13 | 2 | -5% | 0% | -1% |
| NC(=O)C1=C(N)c2ccccc2C1c1ccccc1 (centres undefined) | -18% | -2 | 2% | 0% | 30 | -1 | 4% | -3% | 11% |
| Cc1ccc(S(=O)(=O)NC(=S)NC2CCCCC2)cc1 | 1% | 0 | 1% | -1% | -14 | 28 | 5% | 2% | -7% |
| COc1ccccc1N1CCN(/N=C/c2ccc(O)cc2O)CC1 | -4% | 10 | 10% | 14% | 7 | -22 | 11% | u | 9% |
| CC(C)(C)OC(=O)N1CCC(C(=O)Nc2cccc(C(=O)NC3CC3)c2)CC1 | 22% | 9 | -2% | 6% | 42 | -10 | 2% | 13%[9.22 µM] | 22% |
| N#Cc1cccc(NC(=O)CSc2nnc(-c3n[nH]c4ccccc34)o2)c1 | 15% | 0 | 9% | -14% | -9 | 6 | -1% | 20% | 16% |
| O=C1OC[C@H]2CCCN2C(=O)[C@@H](CC(=O)N(CCO)Cc2ccccc2)C/C=C\CC[C@@H]1Cc1ccc(F)cc1 | 9% | -1 | 11% | 2% | 7 | -9 | 1% | -14% | 0% |
| Nc1nc2n(n1)C(c1ccc(Cl)cc1)CC(c1ccc(F)cc1)N2 (centres undefined) | -6% | -7 | 9% | -8% | -13 | u | -4% | 1% | 2% |
| COc1ccc(/C(N)=N/OC(=O)/C=C/c2ccccc2)cc1 | 1% | 6 | 2% | 4% | 21 | -16 | 0% | 21% | 0% |
| Cc1cc(C)c(NC(=O)CNC(=O)COC(=O)CNC(=O)c2ccc(Cl)cc2Cl)c(C)c1 | u | 2 | 1% | 3% | 15 | 12 | 2% | 0% | 4% |
| CC(C)(C)CC(=O)NCc1ccc(F)cc1 | -5% | -2 | 2% | 6% | 12 | -19 | 10% | -1% | 17% |
| Cc1cc(NC(=S)Nc2ccc(C)c(Cl)c2)n[nH]1 | -5% | 0 | 12% | -13% | -5 | 40 | -7% | 10% | u |
| O=C1N[C@@H](Cc2ccccc2)C(=O)N2[C@H]1C[C@]1([C@]34C[C@H]5C(=O)N[C@@H](Cc6ccccc6)C(=O)N5[C@H]3N(S(=O)(=O)c3ccccc3)c3ccccc34)c3ccccc3N(S(=O)(=O)c3ccccc3)[C@H]21 | 27% | 1 | -5% | 5% | 1 | 14 | 5% | -5% | 20% |
| CC(C)C(Cl)=NOC(=O)Nc1ccc(S(N)(=O)=O)cc1 | 3% | -3 | -13% | u | 0 | -99* | -1% | u | 5% |
| O=C1C(Cl)=C(Nc2ccc3cn[nH]c3c2)C(=O)c2ccccc21 | u | -11 | -10% | 2.6µM* | -120* | -99* | u | 2.3µM* | u |
| CCC(=O)Oc1ccc(C(=O)Nc2ccc([N+](=O)[O-])cc2)cc1 | 37% | -3 | -3% | -10% | -11 | u | 1% | u | 2% |
| CCn1c(Cc2ccc(OC)cc2)nnc1SCC(=O)NC1CCCCC1 | u | -2 | 2% | 1% | 3 | -3 | 0% | 6% | -7% |
| COc1ccc(C2N(C(=O)CN3CCOCC3)CCN2S(=O)(=O)c2ccccc2)cc1 (centres undefined) | u | -14 | 8% | 29% | -8 | 0 | 14% | -2% | 1% |
| O=C(N1CCCCC1)N1CCN(C(c2ccccc2)c2ccccc2)CC1 | u | 6 | 1% | -13% | -6 | -14 | -24% | -4% | -9% |
| COc1ccc(NS(=O)(=O)c2cc(NC(=O)c3cccnc3Cl)ccc2N2CCCC2)cc1 | 1% | -3 | 16% | -9% | -9 | -17 | -1% | -5% | -3% |
| O=C1N/C(=N/O)S/C1=C/c1cccc([N+](=O)[O-])c1 | -19% | 3 | 0% | -23% | -5 | -15 | -21% | 6% | -10% |
| O=C(O)c1cccc(S(=O)(=O)NCCc2ccccc2)c1 | 0% | 8 | 0% | -3% | 2 | 15 | 14% | -1% | -2% |
| COc1ccccc1N1CCN(C(=O)CSc2nc3ccccc3nc2N2CCCCC2)CC1 | -3% | 14 | 6% | -11% | 26 | -10 | 1% | 0% | 0% |
| O=C(O)c1cnn(-c2nc(-c3ccc(F)cc3)cs2)c1C(F)(F)F | 18% | 6 | 2% | 0% | 7 | 19 | 7% | -17% | 7% |
| CCCN(CCC)Cc1c(C(=O)N/N=C/c2ccncc2)nnn1-c1nonc1N | -16% | -1 | 6% | 0% | 2 | 0 | 4% | -31%[inhibitor] | -10% |
| COC(=O)C(CCSC)NC(=O)c1cccc([N+](=O)[O-])c1 (centres undefined) | -8% | -4 | 4% | 1% | -29 | -1 | 4% | 1% | -22% |
| CCNC(=S)N1CCN(CCNC2=CC(=O)CC(C)(C)C2)CC1 | 20% | 2 | 0% | 10% | 1 | -4 | 15% | -1% | 5% |
| CC(C)c1nnc(NC(=O)CS(=O)(=O)Cc2ccccc2)s1 | 4% | 9 | 1% | 16% | -16 | 18 | -1% | 2% | -1% |
| CCN(CC(=O)Nc1cccc(C(C)=O)c1)S(=O)(=O)c1ccc(C)cc1 | -7% | -5 | 7% | 3% | 10 | 17 | -1% | 0% | -1% |
| COC(=O)c1ccc2c(=O)n(CC3CCCO3)c(=S)[nH]c2c1 (centres undefined) | 0% | 7 | 0% | u | 4 | 34 | 0% | 16% | -4% |
| O=C(COC(=O)c1ccccn1)NNC(=O)c1ccc(Br)cc1 | 14% | -4 | -6% | -6% | -1 | -10 | 4% | -29% | 1% |
| CN1CCN(C(=O)CCc2nnc3ccc(N4CCC5(CC4)OCCO5)nn23)CC1 | 8% | 2 | -7% | 1% | -11 | 4 | 1% | -4% | 2% |
| O=C(O)CSc1nccn1-c1cccc(Cl)c1 | 0% | 10 | -6% | 20% | 0 | 14 | 16% | -5% | 16% |
| CCNC(=O)C1(C)CCCN1C(=O)c1ccc(-c2ccccc2)cc1 (centres undefined) | 1% | 8 | 10% | 21% | 18 | 43 | u | x | 0% |
| COCCN1CC(CNC(=O)c2cc(COc3ccccc3SC)on2)CC1=O (centres undefined) | x | -7 | -2% | 4% | -10 | 11 | 2% | 8% | x |
| Cc1ccc(S(=O)(=O)N2CCOCC2)cc1C(=O)Nc1ccc2c(c1)OCCO2 | -14% | 4 | 9% | -4% | -2 | -10 | 0% | 10% | -9% |
| CCN(CC)C(=O)C1=C(C)N(CCCOC)C(=O)C(CC(=O)NCc2cccs2)C1 (centres undefined) | u | 3 | -3% | 10% | 34 | 19 | -8% | x | 5% |
| CC1(C)OC(=O)C(=NNc2ccc(O)cc2)C(=O)O1 | -1% | -1 | 1% | u | -5 | 18 | -21% | -10% | -5% |
| O=C(c1cccnc1)N1CCC(Oc2ccc(C(=O)N3CCCCO3)cc2)CC1 | -19% | 1 | 4% | 1% | -6 | 17 | 15% | 1% | -11% |
| CCC(CC)C1C(C#N)=C(N)SC(N)=C1C#N | 9% | 0 | 0% | -6% | -60* | 17 | 1% | -5% | 2% |
| COc1ccc(/C=C/C(=O)NCc2cn(C)nc2C)cc1COc1ccc(Cl)cc1Br | 3% | -11 | -10% | u | -10 | -20 | -26% | 22% | -1% |
| O=C(Cc1ccc(S(=O)(=O)N2CCOCC2)s1)NC1CCCCC1 | -33% | 1 | -10% | -8% | 10 | 10 | -8% | -7% | 3% |
| Cc1ccc(NC(=O)c2cnn3c(C(F)F)cc(-c4ccccc4)nc23)cc1F | u | -3 | 0% | x | x | x | x | x | -5% |
| Cc1cc(C(F)(F)F)nc(SCC(=O)Nc2cc(C)on2)n1 | -25% | -1 | -2% | 6% | 5 | -5 | 8% | 2% | 15% |

Entries above containing bromine (2):
| Molecule | KB-V1 MDR tox | DRD3 agonist | GLP1R ag | HT1080 IDH1KD tx | D3 antag | IL1B secr inh | HT1080-NT tox | SW480 rerep | KB-3-1 tox |
| --- | --- | --- | --- | --- | --- | --- | --- | --- | --- |
| O=C(COC(=O)c1ccccn1)NNC(=O)c1ccc(Br)cc1 | 14% | -4 | -6% | -6% | -1 | -10 | 4% | -29% | 1% |
| COc1ccc(/C=C/C(=O)NCc2cn(C)nc2C)cc1COc1ccc(Cl)cc1Br | 3% | -11 | -10% | u | -10 | -20 | -26% | 22% | -1% |

Compounds as they come (roughly 12% active in at least one column).
